GSTO1 inh – blocks human GSTO1 in RBBP9 counter-screen. P78417. recombinant GSTO1, activity-based probe fluorescence polarization. inhibition, % at 5.96 µM. 300,000 compounds, 1.1% hits. AID 1974;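 active = inhibition above the campaign mean inhibition plus 3 SD, cut at about 35% in these data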;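 note: 0% = GSTO1-1 with DMSO and 100% = wells lacking GSTO1-1 enzyme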
PAD4 inh – inhibitors of human PAD4; Q9UM07; inhibition, % at 6.36 µM; recombinant PAD4, RCA probe fluorescence polarization; 330,000 compounds, 0.41% hits; AID 485272;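 active = percent inhibition above a cutoff equal to the mean of all tested compounds plus 3 SD, cut at about 15% in these data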;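 note: 0% = PAD4 with RCA probe and DMSO and 100% = probe without PAD4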
LYPLA2 inh – LYPLA2 (human) inhibition in PME1 counter-screen | O95372 | recombinant LYPLA2, FP-Rh probe fluorescence polarization | inhibition, % at 5.9 µM | 320,000 compounds, 0.38% hits | AID 2177;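 active = inhibition above the screen-wide mean plus 3 SD, limit set per campaign, cut at about 26% in these data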;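 note: 0% = LYPLA2 with DMSO and 100% = wells lacking LYPLA2 enzyme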
Target sequence (O95372 whole entry, looked up): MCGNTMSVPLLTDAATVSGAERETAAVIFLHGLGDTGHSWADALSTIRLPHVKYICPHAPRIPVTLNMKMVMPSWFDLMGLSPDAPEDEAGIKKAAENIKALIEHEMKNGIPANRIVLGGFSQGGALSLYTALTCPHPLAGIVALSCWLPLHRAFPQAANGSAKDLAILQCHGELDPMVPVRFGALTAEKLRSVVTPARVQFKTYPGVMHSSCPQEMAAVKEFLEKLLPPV
pPAFAH FP inh – inhibitors of human plasma PAF acetylhydrolase (pPAFAH) | Q13093 | recombinant pPAFAH, FP-rhodamine probe fluorescence polarization | inhibition, % at 3.39 µM | 330,000 compounds, 1.5% hits;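 active = inhibition above the mean inhibition across the screen plus 3 SD, cut at about 25% in these data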;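 note: inhibitors block binding of the rhodamine activity-based probe so polarization drops; 0% = enzyme with DMSO and 100% = wells lacking pPAFAH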
PAFAH1B3 FP inh – blocks human PAF acetylhydrolase 1B catalytic subunit 3; AID 492972; recombinant PAFAH1B3, FP-rhodamine probe, fluorescence polarization; Q15102; 340,000 compounds, 0.28% hits; inhibition, % at 3.39 µM;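 active = inhibition above the screen-wide average of all tested compounds plus 3 SD, cut at about 25% in these data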;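 note: 0% = enzyme with DMSO only and 100% = wells lacking PAFAH1B3 protein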
Target sequence (Q15102 whole entry, looked up): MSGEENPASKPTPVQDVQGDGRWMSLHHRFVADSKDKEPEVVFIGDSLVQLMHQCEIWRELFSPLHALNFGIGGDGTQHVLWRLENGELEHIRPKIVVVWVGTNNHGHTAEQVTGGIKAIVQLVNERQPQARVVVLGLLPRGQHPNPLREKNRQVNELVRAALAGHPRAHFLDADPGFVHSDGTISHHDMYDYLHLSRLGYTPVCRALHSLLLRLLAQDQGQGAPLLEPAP
LYPLA1 counter – counter-screen for PME1 inhibitors: inhibitors of human LYPLA1 | AID 2174 | inhibition, % at 5.9 µM | O75608 | recombinant LYPLA1, FP-Rh probe fluorescence polarization | 320,000 compounds, 0.16% hits;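 active = inhibition above the mean of all tested compounds plus 3 SD, set per campaign, cut at about 14% in these data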;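 note: inhibitors block serine hydrolase probe labeling of LYPLA1 so polarization falls; 0% = enzyme with DMSO and 100% = wells lacking LYPLA1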
Target sequence (O75608 whole entry, looked up): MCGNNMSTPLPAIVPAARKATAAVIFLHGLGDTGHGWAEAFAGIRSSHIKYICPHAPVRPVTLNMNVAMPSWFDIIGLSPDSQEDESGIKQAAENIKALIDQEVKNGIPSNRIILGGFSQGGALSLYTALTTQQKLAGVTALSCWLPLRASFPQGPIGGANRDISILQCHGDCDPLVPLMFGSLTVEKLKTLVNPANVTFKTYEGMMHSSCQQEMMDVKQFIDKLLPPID
PAFAH2 inh – inhibitors of human PAFAH2; Q99487; recombinant PAFAH2, FP-rhodamine activity probe, fluorescence polarization; inhibition, % at 3.39 µM; 340,000 compounds, 0.99% hits; AID 492956;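 active = inhibition above the mean over all tested compounds plus 3 SD, cut at about 30% in these data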;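 note: inhibitors block probe labeling of enzyme so polarization drops; 0% = enzyme with DMSO and 100% = wells lacking PAFAH2 protein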
PAFAH1B2 inh – blocks human PAF acetylhydrolase 1b catalytic subunit 2; P68402; recombinant PAFAH1B2, FP-rhodamine activity probe, fluorescence polarization; inhibition, % at 3.39 µM; 340,000 compounds, 1.2% hits;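 active = inhibition above the mean of all tested compounds plus 3 SD, cut at about 24% in these data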;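 note: 0% = enzyme with DMSO and 100% = wells lacking PAFAH1B2; many of its hits are not listed in these tables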
Target sequence (P68402 whole entry, looked up): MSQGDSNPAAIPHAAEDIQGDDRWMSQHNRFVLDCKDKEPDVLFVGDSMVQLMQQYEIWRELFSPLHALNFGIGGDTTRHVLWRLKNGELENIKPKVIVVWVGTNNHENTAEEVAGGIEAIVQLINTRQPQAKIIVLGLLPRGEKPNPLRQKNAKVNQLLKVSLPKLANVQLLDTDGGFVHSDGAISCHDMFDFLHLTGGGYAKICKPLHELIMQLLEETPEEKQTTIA
PREPL inh – inhibitors of human prolyl oligopeptidase-like enzyme PREPL; Q4J6C6; recombinant PREPL, fluorescence polarization activity-based probe; 320,000 compounds, 0.68% hits; inhibition, % at 5.96 µM; in the data active = inhibition above about 43%;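 note: 0% = enzyme with DMSO and 100% = wells lacking enzyme; many of its hits are not listed in these tables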
Starred values were filed as active, the others as inactive; x = no result given.

The line under a structure holds: GSTO1 inh, PAD4 inh, LYPLA2 inh, pPAFAH FP inh, PAFAH1B3 FP inh, LYPLA1 counter, PAFAH2 inh, PAFAH1B2 inh, PREPL inh
- O=C(COC(=O)c1ccc2ncsc2c1)NCc1cccc(Cl)c1
 : x, 3.5, -3.5, -1.8, 0.0, -6.9, 21.2, 2.3, -29.2
- S=C(Nc1ccccc1Cl)N1CCC(c2ccccc2)C1 (stereo unspecified)
 : 0.1, -7.9, -0.2, -0.6, 0.2, -1.6, -1.1, 2.9, 16.1
- O=S(=O)(c1cccc(-c2cn3ccccc3n2)c1)N1CCCCC1
 : -1.0, -0.3, 4.5, 1.8, -0.2, -2.6, 1.2, 5.3, 2.0
- CCN(Cc1ccc(OC)c(F)c1)C(=O)/C=C/c1ccc(S(=O)(=O)N2CCOCC2)cc1
 : x, -3.0, -5.6, -2.3, -7.9, -4.5, 1.7, 5.4, 11.3
- O=C(NCc1ccc(Cl)cc1)C1CCCN(C(=O)c2ccc(Cl)cc2)C1 (stereo unspecified)
 : x, 4.5, -3.7, -1.8, 10.3, -2.6, 3.8, 8.0, -14.0
- CC(C)(C)OC(=O)C[C@@H]1C/C=C\C[C@@H](CC(=O)N[C@H](CO)Cc2ccccc2)C(=O)NCCOC1=O
 : x, 0.3, x, 5.3, 3.4, x, 0.2, 4.3, 12.0
- CCCC(C)c1nnc(NC(=O)c2cc(C(=O)OC)cc([N+](=O)[O-])c2)s1 (stereo unspecified)
 : -28.1, -4.2, -0.9, 3.0, 4.6, 1.9, 12.2, 6.9, 3.8
- CC(C)N(NC(=O)c1cccc2ccccc12)C(C)C
 : 0.6, 1.5, 1.1, 2.9, 3.5, 1.2, 1.1, -2.7, 0.6
- C/C(=N\NC1=NCCN1)c1ccccc1
 : 2.1, 5.1, -2.0, -2.5, x, -1.8, x, x, -7.3
- CC[C@H](C)[C@H](NC(=O)CNC(=O)COc1cc2c(c3oc(=O)cc(C)c13)CCC(C)(C)O2)C(=O)O
 : -3.9, -0.6, -0.7, 19.3, 6.2, 3.0, 13.1, 2.0, -2.3
- N#Cc1cc(Sc2ccccn2)c([N+](=O)[O-])cc1C#N
 : -17.2, -23.9, -7.1, 17.3, 6.9, -6.9, 4.5, 3.5, 6.7
- CC(=O)c1ccc([N+](=O)[O-])cc1
 : x, -3.9, 0.1, 4.7, 13.1, -0.4, 6.3, -1.6, 4.2
- CC(C)(C)CN1CCC(Oc2cccc(C(=O)NCCCOc3cccnc3)c2)CC1
 : 0.6, 0.5, -2.8, 6.8, 10.9, 1.6, 10.9, 5.2, -7.8
- COc1cc(C2CC(C(F)(F)F)n3ncc(C(=O)O)c3N2)cc(OC)c1OC (stereo unspecified)
 : -4.7, -0.5, 4.3, 0.0, 5.9, 2.7, -0.7, 2.4, -1.7
- CCC(=O)Nc1c(S(=O)(=O)c2ccccc2)c2nc3ccccc3nc2n1Cc1ccccc1
 : -0.8, -1.5, -8.5, 6.5, 4.6, -2.1, 23.7, -1.3, 6.2
- CCc1ccc(S(=O)(=O)/N=C2\C=C(Nc3ccc(C(=O)O)cc3)C(=O)c3ccccc32)cc1
 : 93.9*, 69.4*, 17.8, 33.4*, 58.0*, 10.0, 49.7*, 32.4*, 40.8
- CCOc1ccc(-c2nc3n(c(=O)c2C#N)CCS3)cc1
 : 0.7, 0.6, -2.4, 0.0, -5.0, -0.8, 10.9, -0.2, -0.9
- O=C(O)c1cc(N2C(=O)C3C4C=CC(C4)C3C2=O)ccc1N1CCOCC1 (stereo unspecified)
 : 9.1, -0.2, 1.1, 5.5, 5.0, 1.7, -0.5, 2.3, -1.8
- COc1ccc(C(=O)Nc2c3c(nn2-c2ccc([N+](=O)[O-])cc2)CS(=O)(=O)C3)cc1
 : -23.2, 7.4, -5.5, 5.9, -1.6, -2.9, 8.6, 2.2, 5.0
- Cc1ccc(C(=O)N2CCN(S(=O)(=O)c3sc(C(=O)O)c(C)c3C(=O)O)CC2)s1
 : x, 2.4, 4.5, 2.1, 5.4, -1.4, -1.9, -0.5, 8.1

Rewritten as labelled records: entries from further up
Structure: COc1cc(C2CC(C(F)(F)F)n3ncc(C(=O)O)c3N2)cc(OC)c1OC (stereo unspecified)
  GSTO1 inh: -4.7 | PAD4 inh: -0.5 | LYPLA2 inh: 4.3 | pPAFAH FP inh: 0.0 | PAFAH1B3 FP inh: 5.9 | LYPLA1 counter: 2.7 | PAFAH2 inh: -0.7 | PAFAH1B2 inh: 2.4 | PREPL inh: -1.7
Structure: CCC(=O)Nc1c(S(=O)(=O)c2ccccc2)c2nc3ccccc3nc2n1Cc1ccccc1
  GSTO1 inh: -0.8 | PAD4 inh: -1.5 | LYPLA2 inh: -8.5 | pPAFAH FP inh: 6.5 | PAFAH1B3 FP inh: 4.6 | LYPLA1 counter: -2.1 | PAFAH2 inh: 23.7 | PAFAH1B2 inh: -1.3 | PREPL inh: 6.2
Structure: CCc1ccc(S(=O)(=O)/N=C2\C=C(Nc3ccc(C(=O)O)cc3)C(=O)c3ccccc32)cc1
  GSTO1 inh: 93.9* | PAD4 inh: 69.4* | LYPLA2 inh: 17.8 | pPAFAH FP inh: 33.4* | PAFAH1B3 FP inh: 58.0* | LYPLA1 counter: 10.0 | PAFAH2 inh: 49.7* | PAFAH1B2 inh: 32.4* | PREPL inh: 40.8
Structure: CCOc1ccc(-c2nc3n(c(=O)c2C#N)CCS3)cc1
  GSTO1 inh: 0.7 | PAD4 inh: 0.6 | LYPLA2 inh: -2.4 | pPAFAH FP inh: 0.0 | PAFAH1B3 FP inh: -5.0 | LYPLA1 counter: -0.8 | PAFAH2 inh: 10.9 | PAFAH1B2 inh: -0.2 | PREPL inh: -0.9

Next section:
The line under a structure holds: GSTO1 inh, PAD4 inh, LYPLA2 inh, pPAFAH FP inh, PAFAH1B3 FP inh, LYPLA1 counter, PAFAH2 inh, PAFAH1B2 inh, PREPL inh
- CSc1cccc(CN2CCC(CO)(Cc3cccc(C(F)(F)F)c3)CC2)c1
 : 3.9, 2.6, 0.6, 6.4, 1.6, 0.3, -4.4, 0.1, 3.0
- CCn1c(SCC(=O)Nc2ccccc2Cl)nnc1C1CC1
 : 0.1, 2.7, -1.7, 3.6, 1.1, -1.8, -7.6, 3.3, -3.8
- Cc1nn(CC(=O)Nc2ccc(C(=O)N3CCCC3)cc2)c(=O)c2ccccc12
 : 4.5, -1.9, -1.8, 2.6, 3.2, -1.1, -10.5, -5.1, -7.4
- Cc1ccc(NC(=O)c2ccccc2SCC(=O)N2CCCC2)cc1S(=O)(=O)N(C)C
 : 2.9, 2.1, 0.6, 7.3, -0.9, -3.4, 4.2, 3.8, -2.1
- CCn1c(COc2ccccc2C)nnc1SCC(=O)CC(=O)Nc1ccccc1
 : 0.3, -4.4, 9.1, 22.7, 13.6, -4.3, -0.9, 2.6, 16.3
- O=C(CNC(=O)c1cccc(F)c1)OCC(=O)N1CCCc2ccccc21
 : -3.1, 4.1, -4.8, 2.6, 1.5, -2.2, 1.9, 1.2, -8.5
- COc1ccc(-c2cc(C(=O)Nc3cccnc3Cl)no2)cc1
 : 2.0, 4.0, 4.2, 1.5, 1.3, 1.0, 2.3, -3.6, -2.5
- Cc1cc(C)c(C(=O)CSc2nc(C)cc(C)c2C(N)=O)c(C)c1
 : 3.4, 1.1, 5.5, 2.6, 5.5, 0.5, -8.3, 0.4, -7.5
- CCC(=O)c1ccc(OCC(=O)OCC(=O)NC2CCCCCC2)cc1
 : 9.0, -6.0, -3.8, 6.9, -0.1, -1.3, 1.9, -2.2, -0.1
- CC(C(=O)NC1CCCCC1)N1CCN(C)CC1 (stereo unspecified)
 : 2.9, -0.1, 15.3, 5.0, -0.1, 1.1, -3.9, 4.6, -0.8
- O=C(N/C(=C\c1ccccc1)C(=O)N1CCOCC1)c1ccco1
 : 4.0, 3.2, -3.7, -1.9, 9.7, -6.2, 7.7, 3.5, 18.7
- CCOC(=O)c1sc2nc(CC(=O)OC)nc(N(C)CCc3ccccn3)c2c1C
 : 9.2, -1.2, -1.8, 0.4, x, 0.3, x, x, 3.8
- COCCN(C(=O)C1CC1)c1nnc(-c2ccc(C)cc2)s1
 : -2.8, 2.5, -3.7, -1.6, 0.7, -2.1, -7.6, 5.2, 6.8
- C=CCC(NCc1ccccc1)c1ccc(C)o1 (stereo unspecified)
 : 2.2, -2.6, 0.8, 11.4, 2.7, 3.1, -1.5, 3.4, -7.5
- Cn1c(SCCCC(=O)c2ccc(F)cc2)nnc1-c1ccncc1
 : 5.8, -0.5, -0.3, 2.9, 3.5, 2.0, -2.4, -3.6, 7.3
- O=C(CCn1c(=O)oc2ccccc21)NCCC1=CCCCC1
 : -3.2, 0.8, -0.1, -1.8, 1.9, 0.4, 12.2, 14.2, -7.0
- COc1ccc(S(=O)(=O)Nc2cc(C)ccc2OC)cc1C
 : 3.2, 0.4, 2.9, 2.5, 2.3, -2.1, -0.3, 7.8, 0.6
- O=C1CC(N(CCc2ccccc2)C(=S)Nc2ccccc2)C(=O)N1c1ccc(Br)cc1 (stereo unspecified)
 : -10.5, -0.8, -85.6, -32.2, -88.9, -42.0, -72.8, -48.7, 0.9
- O=C(CN1C(=O)COc2ccccc21)N1CCCC1
 : 2.6, 3.8, -2.7, 2.3, 7.2, -2.5, 2.7, 3.8, -1.9
- COc1cccc(CC2(CO)CCCN(CC3=Cc4cc(OC)ccc4OC3)C2)c1 (stereo unspecified)
 : -6.5, -4.7, 12.6, 10.2, 1.0, -1.0, -5.4, 2.6, -8.2

New compounds follow
The line under a structure holds: GSTO1 inh, PAD4 inh, LYPLA2 inh, pPAFAH FP inh, PAFAH1B3 FP inh, LYPLA1 counter, PAFAH2 inh, PAFAH1B2 inh, PREPL inh
- COc1ccc(CNC(=O)Cn2cc3c(n2)CCCCC3)cc1
 : 15.9, -2.4, -1.8, -8.9, 3.6, 1.7, -0.1, 3.0, 1.1
- CCCN(CC(=O)Nc1cccc(S(N)(=O)=O)c1)CC(=O)Nc1ccc(F)c(F)c1F
 : -11.7, -0.6, 5.9, 1.9, 7.0, 5.0, -1.0, 4.6, -25.6
- Cc1ccc(S(=O)(=O)N2CCN(Cc3cc(C(C)C)ccc3O)CC2)cc1
 : -1.6, 1.9, -2.0, 4.3, -7.3, -3.5, -8.5, 21.3, 0.7
- c1ccc2c(c1)nc1sccn12
 : -4.5, 0.8, 4.7, 2.1, 11.8, 2.5, 4.7, 7.4, 3.2
- COC(=O)c1c(O)cc(=O)n2c1CCCCC2
 : 6.7, -1.3, -2.8, 3.8, 0.9, -2.4, 0.8, 0.3, -6.4
- COc1ccc(/C=N/NC(=O)Cc2csc(Nc3cccc(C(F)(F)F)c3)n2)cc1C
 : -20.6, -11.9, -13.9, -6.8, -1.6, -10.9, -8.0, -1.9, 3.0
- Cc1ccc(C(C)(C)C)c(OCCCn2ccnc2)c1
 : -0.8, -0.6, 10.7, 2.2, 3.6, 1.4, 9.8, 3.5, 10.9
- O=[N+]([O-])c1ccc(N2CCCCC2)c(-c2nn[nH]n2)c1
 : 9.8, -5.9, -3.5, -0.8, 9.1, -1.3, 0.0, 4.7, -7.2
- O=C(CCN1CCCCC1)c1ccc2c(c1)OCCO2
 : -7.8, -0.9, -2.9, -7.7, 1.4, -1.9, -0.9, -1.8, 4.2

Screens (PubChem BioAssay)

This is a subset. The share of hits here may be higher or lower than overall.
